# Wee1 degr inh: Wee1 degradation inhibitors, primary screen, cell-based, HeLa, Wee1K328M-luciferase, luminescence. reporter increase, % at 5 µM. HeLa Luc-Wee1K328M stability; 100% = proteasome inhibitor MG132 effect. hit rate 1.2% among 220,000. AID 1321, 2008. Wee1-like protein kinase (Homo sapiens), P30291;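 active means activation above the mean of all tested compounds plus 3 SD, set per screening run, cut at about 8.8% in these data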;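 further: cells exposed to compound for 20 h before luminescence read; 0% = DMSO alone and 100% = MG132 at 30 µM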
# S1P4 antag: S1P4 receptor antagonists, primary screen, cell-based. S1P4-expressing cells, antagonist mode, reporter read-out. hit rate 0.26% among 220,000. inhibition, % at 4.98 µM. AID 1510, 2009; in the data active means inhibition above about 29%;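 further: 0% = wells stimulated with agonist and 100% = vehicle wells without agonist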
# Target sequence (O95977 whole entry, looked up): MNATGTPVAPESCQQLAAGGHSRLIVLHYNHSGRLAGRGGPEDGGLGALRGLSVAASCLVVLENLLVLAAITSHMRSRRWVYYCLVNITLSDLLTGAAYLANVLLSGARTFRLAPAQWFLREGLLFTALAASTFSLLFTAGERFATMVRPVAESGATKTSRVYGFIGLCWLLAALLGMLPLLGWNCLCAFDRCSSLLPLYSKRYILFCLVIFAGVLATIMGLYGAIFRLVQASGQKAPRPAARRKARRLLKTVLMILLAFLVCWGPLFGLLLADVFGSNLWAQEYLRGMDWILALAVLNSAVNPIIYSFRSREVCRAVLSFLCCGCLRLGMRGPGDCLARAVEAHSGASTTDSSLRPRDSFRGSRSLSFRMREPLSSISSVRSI
# PERK inhibitor: block of dimerizer-induced PERK translation repression, primary screen, PERK inhibitor project, CHO PERK-DD cells, SEAP luminescence, HTS | Eukaryotic translation initiation factor 2-alpha kinase 3 (Homo sapiens), Q9NZJ5 | CHO PERK-DD fusion, SEAP luminescence translation reporter | inhibition, % at 5.6 µM | hit rate 0.17% among 220,000 | AID 1416, 2008;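 active means inhibition above the mean inhibition of all tested compounds plus 3 SD, set separately per screening campaign, cut at about 2.9% in these data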;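 further: PERK kinase domain activated by AP20187 dimerizer at 100 nM; 0% = DMSO with dimerizer and 100% = rapamycin at 8.4 µM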
# Ba/F3 V617F tox: reduced viability of JAK2V617F-dependent Ba/F3 cells, primary screen, JAK2V617F inhibitor project, cell-based, Ba/F3 EpoR-JAK2V617F, luminescence | hit rate 1.1% among 220,000 | inhibition, % at 5.6 µM | ATP luminescence;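 active means inhibition above the campaign mean plus 3 SD over all tested compounds, cut at about 24% in these data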;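 further: cytokine-independent growth of Ba/F3 cells driven by EpoR plus mutant JAK2; 0% = DMSO-treated cells and 100% = JAK inhibitor I control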
# BaF3 tox: parental Ba/F3 cell viability inhibition, counter-screen for JAK2V617F inhibitor project, murine pro-B, CellTiter-Glo luminescence. CellTiter-Glo ATP luminescence. inhibition, % at 5.6 µM. hit rate 1.1% among 220,000. AID 1486, 2009;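 active means inhibition above a per-campaign cutoff, the mean inhibition of all tested compounds plus 3 SD, cut at about 27% in these data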;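 further: 0% = DMSO wells and 100% = JAK Inhibitor I control wells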
# S1P4 ag: S1P4 receptor agonists, primary screen, cell-based; AID 1509, 2009; hit rate 0.35% among 220,000; S1P4-expressing cell line, agonist reporter assay; activation, % at 4.98 µM; in the data active means activation above about 11%;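 further: 0% = DMSO vehicle and 100% = reference agonist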
# NPY2 pot ag: NPY-Y2 potentiators or agonists, primary screen, cell-based; Neuropeptide Y receptor type 2 (Homo sapiens), P49146; cells expressing NPY-Y2, potentiator/agonist read-out; activation, % at 3.6 µM; hit rate 0.45% among 220,000; in the data active means activation above about 27%;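 further: cells stimulated with NPY near EC25 plus isoproterenol at EC100; 0% = vehicle plus submaximal agonist and 100% = vehicle plus saturating agonist; some results beyond the cut were filed as inactive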
# eIF4E 4G PPI: eIF4E–eIF4G protein interaction inhibitors, primary screen, biochemical, uHTS, TR-FRET, eIF4GI fragment | Eukaryotic translation initiation factor 4E (Mus musculus) + Eukaryotic translation … | TR-FRET eIF4E-eIF4GI(517-606) binding, 2 h | inhibition, % at 21.7 µM | hit rate 0.37% among 220,000 | AID 782, 2007;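 active means inhibition above about 30%, limit read from the data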;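 further: 0% = full FRET control wells and 100% = background wells lacking eIF4GI fragment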
# MDM2 E3 inh: MDM2-luciferase reporter signal enhancers, primary screen, MDM2 E3 ligase inhibitor project, cell-based, luminescence, 1536-well | signal enhancement, % at 5 µM | cell-based MDM2 ubiquitination luciferase reporter, 2 h; 0 = plate control, 100 = twice control, blank-subtracted | E3 ubiquitin-protein ligase Mdm2 (Homo sapiens), Q00987 | hit rate 0.11% among 210,000;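 active means signal enhancement of 30% or more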;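 further: luminescence tracks abundance of the self-degrading MDM2-luciferase fusion protein; higher signal means inhibition of MDM2 E3 ligase activity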
# Target sequence (Q00987 whole entry, looked up, the tested form may be a part): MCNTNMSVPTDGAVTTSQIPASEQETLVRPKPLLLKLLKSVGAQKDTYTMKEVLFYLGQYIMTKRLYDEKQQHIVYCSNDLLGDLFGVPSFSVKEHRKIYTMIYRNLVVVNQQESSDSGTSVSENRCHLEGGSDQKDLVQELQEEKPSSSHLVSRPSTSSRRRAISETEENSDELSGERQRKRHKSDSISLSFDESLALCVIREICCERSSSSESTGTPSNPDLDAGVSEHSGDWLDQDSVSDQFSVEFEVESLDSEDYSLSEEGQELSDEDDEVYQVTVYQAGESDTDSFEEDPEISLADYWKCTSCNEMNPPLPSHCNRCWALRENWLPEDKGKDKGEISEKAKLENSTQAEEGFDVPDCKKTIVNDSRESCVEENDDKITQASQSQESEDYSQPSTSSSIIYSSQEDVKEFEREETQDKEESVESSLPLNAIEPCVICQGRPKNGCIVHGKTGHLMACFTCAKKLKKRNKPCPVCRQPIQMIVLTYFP
#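 test system = mammalian cells stably expressing self-ubiquitinating, self-degrading MDM2 E3–luciferase fusion | quantity = 2000 cells/well | incubation = cell settling 4 h, compound treatment 2 h, both 37 °C | signal = luminescence with SteadyLite reagent, 15 min at room temperature | evaluation = % enhancement relative to plate controls after blank subtraction | benchmarks = plate controls and plate blanks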
# Numbers without * were called inactive; x = no result given; [ ] = dose if it differs, or a comment.
SMILES,Wee1 degr inh,S1P4 antag,PERK inhibitor,Ba/F3 V617F tox,BaF3 tox,S1P4 ag,NPY2 pot ag,eIF4E 4G PPI,MDM2 E3 inh
C#CC[N+]1(C)C2CCC1CC(O)C2 (stereo not drawn),-2,7,0.2,0,4,-1.2,24,0,-7
CC(C)(C)P(=O)(c1ccncc1)N1CCCC1 (stereo not drawn),1,-18,1.3,0,5,-3.0,0,1[fluorescence artefact?],0
O=S(=O)(c1ccc(Cl)cc1)N1CCCC1c1cccnc1 (stereo not drawn),-2,4,0.1,2,-5,1.8,11,9,-10
Nc1c([N+](=O)[O-])cc(F)c(N2CCNCC2)c1Br,0,-6,1.2,-1,7,0.0,18,4,-10
O=C(O)C1CSC(c2cccnc2)N1 (stereo not drawn),1,-11,0.8,0,1,1.1,0,-3,-7
Fc1ccc2c(c1)nnn2C1CCN(Cc2nnnn2C2CCCCC2)CC1,-2,-18,-1.5,-5,4,-0.1,-13,-1[fluorescence artefact?],-9
COc1ccc(C2NCc3ccccc3-n3cccc32)cc1 (stereo not drawn),-1,-12,-0.7,-1,8,1.8,18,-2,-6
CN1CN=C(N[N+](=O)[O-])N(Cc2ccco2)C1,-1,-17,0.7,-2,1,1.5,-5,15,7
CC(=O)c1cn(CCCOc2ccccc2)c2ccccc12,-1,-18,-1.0,1,1,0.5,-6,2,-8
O=C(c1ccc2c(c1)ncn2C1CCCCC1)N1CCC2(CC1)OCCO2,3,-13,-0.6,4,6,1.2,-1,-1,-9
CCCC[N+]1(C)[C@@H]2CC(OC(=O)[C@H](CO)c3ccccc3)C[C@H]1[C@@H]1O[C@@H]12 (stereo partly drawn),3,3,1.6,-3,-4,0.5,-14,1,x
C=CCn1c(O)c(C(CC)=Nc2ccccc2NC(C)=O)c(=O)[nH]c1=O,0,-19,0.9,-4,4,0.8,-8,-4,-2
Clc1ccc(OCC#CCN2CCCC2)cc1,1,5,0.5,-1,-4,0.3,3,3,-9
COC(=O)c1c(C)[nH]c(C(=O)C(Cc2ccccc2)N(C)C)c1C (stereo not drawn),-1,12,-0.4,-2,1,0.0,9,-1[fluorescence artefact?],-10
O=C(Cn1ncc2c3ccccc3n(Cc3ccccc3)c2c1=O)N1CCC2(CC1)OCCO2,-3,-20,0.0,-6,1,-0.2,0,-4,-10
CCOP(=O)(OCC)C(NC(=O)Cc1ccccc1)C(Cl)(Cl)Cl (stereo not drawn),0,-10,0.3,1,3,0.7,19,4,-1
CCCCN1C(=O)NC(=O)C2(Cc3ccccc3N3CCOCC32)C1=O (stereo not drawn),0,-20,1.1,-3,4,-1.5,10,-5,-10
COc1ccc(C(C)=O)cc1CC(C(=O)c1ccc(C)cc1)N(C)C (stereo not drawn),0,-7,-0.9,0,5,2.5,-8,0,4
COc1ccccc1CCNCc1cc2c(cc1[N+](=O)[O-])OCO2,1,-14,-0.5,1,6,-1.0,16,-2,-12
COc1ccc2c(CCN)c[nH]c2c1,3,5,0.3,0,4,0.3,6,-9,x
COc1cccc(CNC2CN3CCC2CC3)c1OC (stereo not drawn),0,-4,1.4,0,4,-1.4,-9,-3[fluorescence artefact?],3
COc1ccc(NC(=O)c2c(C)nn(Cc3ccccc3Cl)c2Cl)cc1Cl,-2,-7,0.6,-2,6,-0.2,-3,-9[fluorescence artefact?],-3
O=C(Nc1ccccc1)NC1CC2CCC(C1)N2 (stereo not drawn),5,-26,0.5,-4,-2,-1.6,2,-10,-4
Cc1ccc2c(c1)C1CN(C)CCC1N2C(=O)/C(C#N)=C/c1ccc2c(c1)OCO2 (stereo not drawn),-1,-4,1.1,1,6,0.7,-6,2,-8
CCOc1ccc(-n2c(CC)nc3ccccc3c2=O)cc1,2,-1,0.1,-3,3,-0.1,11,-4,-3

# Next results follow:
SMILES,Wee1 degr inh,S1P4 antag,PERK inhibitor,Ba/F3 V617F tox,BaF3 tox,S1P4 ag,NPY2 pot ag,eIF4E 4G PPI,MDM2 E3 inh
COc1ccc(N=Cc2c(O)n(CC3CCCO3)c(=O)[nH]c2=O)cc1 (stereo not drawn),0,-11,0.9,-2,5,0.8,12,19,6
CNC(=S)N1CCn2cccc2C1c1cccnc1 (stereo not drawn),-1,-26,0.6,-1,7,-0.1,3,0,-11
Cc1ccccc1Cc1c(C)nc2nc(SCC(=O)N3CCC4(CC3)OCCO4)nn2c1C,3,-4,0.1,-4,2,-1.0,-24,3,-10
COc1cccc(-n2c(O)c(C=Nc3c(C)n(C)n(-c4ccccc4)c3=O)c(=O)[nH]c2=O)c1,0,-11,0.4,-1,-2,1.3,-6,-1,-5
Cc1ccc2c(c1)CC1(CN2C)C(=O)NC(=O)N(CCC2=CCCCC2)C1=O (stereo not drawn),0,6,-0.2,3,5,3.1,3,3,-15
COC(=O)[C@H]1C[C@@H]1[C@H](NP(=O)(c1ccccc1)c1ccccc1)c1ccccc1,-1,10,-0.8,1,6,0.5,-13,-2,x
OC1(c2ccc(F)cc2)CCNC1 (stereo not drawn),1,-8,-1.3,-2,6,0.1,2,3[fluorescence artefact?],-1
CC12CN3CC(C)(CN(C1)C3c1ccncc1)C2=O (stereo not drawn),-2,7,0.4,0,1,7.6,-1,0,-24
O=c1cccc2n1CC1CC2CN(C(c2cccc(F)c2)c2sc3ncnn3c2O)C1 (stereo not drawn),0,1,0.9,0,9,-1.6,-3,7,-19
CN1C(=O)NC(=O)/C(=C\c2ccc([N+](=O)[O-])o2)C1=O,1,-8,-0.7,4,5,1.0,-11,13,-20
Cc1ccc(C(O)(C(=O)NNC(=O)CN2CCN(C)CC2)c2ccc(C)cc2)cc1,1,-22,0.8,0,3,-0.4,11,3,x
O=C1NC2NC(=O)N([N+](=O)[O-])C2N1 (stereo not drawn),0,0,0.9,2,1,0.5,8,2,-16
CNC(C(=O)c1ccccc1)C(OC(C)=O)c1cccc([N+](=O)[O-])c1 (stereo not drawn),6,-1,-0.7,-1,-3,-0.2,0,-5,-10
COc1ccccc1/C=C1/C(=N/O)C2CCN1CC2,-3,-4,0.7,-2,0,-1.4,2,-2,-11
c1cncc(C2CCCCN2)c1 (stereo not drawn),-2,-6,0.4,-2,1,0.6,-1,8,3
CO[C@H]1[C@@H](OC)CC(OC2OC(CO)C(O)C(O)C2O)/C(=C\C#N)[C@@H]1O (stereo partly drawn),1,13,0.9,-2,3,0.5,6,1[fluorescence artefact?],x
O=C1NC(=O)C(CCc2ccncc2)(Cc2cccc(Cl)c2Cl)C(=O)N1c1ccc(Br)cc1 (stereo not drawn),1,-24,0.0,1,6,1.3,20,0[fluorescence artefact?],-17
O=C(N/N=C/c1c(O)n(CCc2ccc(F)cc2)c(=O)[nH]c1=O)c1ccncc1,-3,-14,0.7,-4,3,-0.9,-11,-3,-25
c1ccc2nc(OCCN3CC3)ccc2c1,-1,4,-0.7,-5,3,0.2,-24,-5,-11
O=[N+]([O-])c1ccccc1CNCCc1ccc(F)cc1,2,2,-0.2,0,4,-4.3,2,7[fluorescence artefact?],-1
COc1cccc(-n2c(CN3CCN(C)CC3)nc3ccc([N+](=O)[O-])cc3c2=O)c1,-1,-24,-0.8,-2,2,-0.5,15,7,2
Cc1ccsc1C(=O)C1CCCN(Cc2cnc(N3CCCC3)s2)C1 (stereo not drawn),1,-13,-0.7,1,2,-0.5,-10,-3,2
CN1CCc2nc(SCc3cccc(Br)c3)c(C#N)cc2C1,2,-15,0.8,-3,0,1.1,5,2,-8
CCN1C(=O)C(=C2C=C(C)N(Cc3ccco3)C(C)=C2)C(=O)N(CC)C1=S,1,-15,-0.7,0,1,0.6,2,3,-7
COc1ccccc1N(CC(=O)NC1CCCC1)C(=O)c1cnn(C(C)C)c1,-2,-13,0.2,-1,2,-0.1,9,2,-8
CCCCCSc1cc(OC)c(CCN(C)C)cc1OC,0,13,-1.2,4,10,-2.0,-14,-3,-13
N=C1c2ccccc2CN1NC(=O)C1CC1,-1,-14,-0.2,1,6,0.1,4,6[fluorescence artefact?],-6

# Two entries from above, set out differently:
Structure | Wee1 degr inh | S1P4 antag | PERK inhibitor | Ba/F3 V617F tox | BaF3 tox | S1P4 ag | NPY2 pot ag | eIF4E 4G PPI | MDM2 E3 inh
O=C1NC2NC(=O)N([N+](=O)[O-])C2N1 (stereo not drawn) | 0 | 0 | 0.9 | 2 | 1 | 0.5 | 8 | 2 | -16
CNC(C(=O)c1ccccc1)C(OC(C)=O)c1cccc([N+](=O)[O-])c1 (stereo not drawn) | 6 | -1 | -0.7 | -1 | -3 | -0.2 | 0 | -5 | -10

# By substructure: those above with a carbonyl joined to an NH by a bond outside any ring
SMILES,Wee1 degr inh,S1P4 antag,PERK inhibitor,Ba/F3 V617F tox,BaF3 tox,S1P4 ag,NPY2 pot ag,eIF4E 4G PPI,MDM2 E3 inh
C=CCn1c(O)c(C(CC)=Nc2ccccc2NC(C)=O)c(=O)[nH]c1=O,0,-19,0.9,-4,4,0.8,-8,-4,-2
CCOP(=O)(OCC)C(NC(=O)Cc1ccccc1)C(Cl)(Cl)Cl (stereo not drawn),0,-10,0.3,1,3,0.7,19,4,-1
COc1ccc(NC(=O)c2c(C)nn(Cc3ccccc3Cl)c2Cl)cc1Cl,-2,-7,0.6,-2,6,-0.2,-3,-9[fluorescence artefact?],-3
O=C(Nc1ccccc1)NC1CC2CCC(C1)N2 (stereo not drawn),5,-26,0.5,-4,-2,-1.6,2,-10,-4
Cc1ccc(C(O)(C(=O)NNC(=O)CN2CCN(C)CC2)c2ccc(C)cc2)cc1,1,-22,0.8,0,3,-0.4,11,3,x
O=C(N/N=C/c1c(O)n(CCc2ccc(F)cc2)c(=O)[nH]c1=O)c1ccncc1,-3,-14,0.7,-4,3,-0.9,-11,-3,-25
COc1ccccc1N(CC(=O)NC1CCCC1)C(=O)c1cnn(C(C)C)c1,-2,-13,0.2,-1,2,-0.1,9,2,-8
N=C1c2ccccc2CN1NC(=O)C1CC1,-1,-14,-0.2,1,6,0.1,4,6[fluorescence artefact?],-6

# An excerpt. The share of hits here may be higher or lower than overall.
